Pf apPOL inh: Pf-apPOL DNA polymerase inhibition | 210,000 tested, 0.25% active | Recombinant Pf-apPOL, molecular beacon fluorescence, 1.5 h | inhibition, % at 10 µM
mHTT-CaM PPI inh: mHTT-calmodulin interaction abrogation; AlphaScreen His-mHTT/GST-CaM binding, luminescence; P42858; inhibition, % at 15 µM; AID 1671202; 190,000 tested, 3.6% active;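 further: 0% = both proteins with DMSO and 100% = one protein alone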
* hit, by the source's call; . = not tested or not shown; & = joins results of further samples. No stated cut-off is given here; in the data, active means inhibition above about 50%; inactive means the rest.

SMILES,Pf apPOL inh,mHTT-CaM PPI inh
c1ccc(C2=NC(c3ccccc3)(c3ccccc3)c3ccccc3N2)cc1,.,61*
COc1ccc(C=C2Oc3c(ccc(O)c3CN3CCC(C)CC3)C2=O)c(OC)c1,-11,6
N#Cc1c(N)nc2c(c1-c1cccc([N+](=O)[O-])c1)CCCCCC2,-4,5
COc1ccc(-c2csc(=Nc3ccccc3)n2C)cc1,0,29
COc1ccc(NC(=O)CCN2C(=O)c3ccccc3C2=O)c(OC)c1,3,3
O=S1(=O)CC(N2CCCC2)CN1Cc1cn(Cc2cccc(C(F)(F)F)c2)nn1 (stereo not drawn),-10,-1
COc1ccc(C)cc1NC(=O)C1CCN(c2cc(C(=O)N3CCCC3)ccn2)CC1,3,15
O=C(c1n[nH]c2c1CCCC2)N1CCc2c(nc3cc[nH]n3c2=O)C1,0,-2
CC1CCC2(CC1)SCC(=O)N2c1cccc(C(F)(F)F)c1 (stereo not drawn),-6,0
Cc1ccc(C=NNc2ncnc3sc(-c4ccccc4)cc23)o1,-6,.
COc1cccc(CNC(=O)N2CCCC2c2ccc(Cl)cc2)c1 (stereo not drawn),-3,-4
Cc1ccc(-c2nccc(C3CCCN(C(=O)c4ccoc4)C3)n2)cc1 (stereo not drawn),0,11
Cc1nc(-c2ccccc2)oc1CC(=O)N1CCC(C)CC1,-1,18
Cc1[nH]nc(SCC(=O)Nc2ccc(Br)cc2)c1[N+](=O)[O-],2,2
CCC(C)C1NC2(CCN(C(=O)c3ccc(Cl)cc3)CC2)N(C)C1=O (stereo not drawn),3,8
O=C(NCc1ccncc1)C1c2ccccc2CC(=O)N1Cc1ccccc1 (stereo not drawn),0,-1

In the list so far, five have sulfur.
SMILES,Pf apPOL inh,mHTT-CaM PPI inh
COc1ccc(-c2csc(=Nc3ccccc3)n2C)cc1,0,29
O=S1(=O)CC(N2CCCC2)CN1Cc1cn(Cc2cccc(C(F)(F)F)c2)nn1 (stereo not drawn),-10,-1
CC1CCC2(CC1)SCC(=O)N2c1cccc(C(F)(F)F)c1 (stereo not drawn),-6,0
Cc1ccc(C=NNc2ncnc3sc(-c4ccccc4)cc23)o1,-6,.
Cc1[nH]nc(SCC(=O)Nc2ccc(Br)cc2)c1[N+](=O)[O-],2,2

Additional results follow.
SMILES,Pf apPOL inh,mHTT-CaM PPI inh
O=C(Nc1nnc(-c2cccnc2)s1)C1CCCCC1,-8,0
Cc1onc(NC(=O)c2ccc([N+](=O)[O-])o2)c1Br,-5&8,.
CC(C)n1c(C2CCN(C(=O)NCCc3ccccc3)C2)nc2ccncc21 (stereo not drawn),-6,-2
CCC(CC)N=C1NS(=O)(=O)c2cc([N+](=O)[O-])ccc21,4,1
Cc1nnc(SCC(=O)Nc2cc(C(F)(F)F)ccc2Cl)o1,2,-17
CCCN(C/C=C/c1ccccc1OC)CCO,0,-4
CC1CCCC(NC(=O)c2cc(S(=O)(=O)N3CCOCC3)ccc2F)C1C (stereo not drawn),10,13
COc1cccc(C2NC(=O)N(C)C3=C2C(=O)N(CCC(C)C)C3)c1 (stereo not drawn),0,4
CCCCc1ccc(C2=N/C(=C\c3cccs3)C(=O)O2)cc1,-4,4
Cc1cccc(C)c1NC(=O)CCc1ccccc1,-7,-13
COc1ccc(CNC(=O)C2CCN(c3cnc4ccccc4n3)CC2)cc1,-10,-8
CSc1nc2ccc3nc(NC(=O)c4ccn(C(C)C)n4)sc3c2s1,-3,0
O=C(CSc1ccccc1C(=O)O)Nc1ccc(C(F)(F)F)cc1,-4,3
Cc1cnnn1-c1nonc1-n1cccc1,.,-5
COc1cccc(CNC(=O)c2cc3c(s2)N(C)CCC3)c1OC,-2,11
Cc1cc(NC(=O)COc2ccc(Cl)cc2C)no1,5,-2

Continued, overlapping the part above by 3 compounds.
SMILES,Pf apPOL inh,mHTT-CaM PPI inh
Cc1cnnn1-c1nonc1-n1cccc1,.,-5
COc1cccc(CNC(=O)c2cc3c(s2)N(C)CCC3)c1OC,-2,11
Cc1cc(NC(=O)COc2ccc(Cl)cc2C)no1,5,-2
O=C(Cc1ccc(F)cc1)Nc1ccc(Nc2cc(-n3cccn3)ncn2)cc1,-8,-6
Cc1ccc(NC(=O)c2cccc(C(=O)Nc3ccc(C)cc3)c2)cc1,-2,-8
Cc1ccc(C(=O)Nc2cc3cccc([N+](=O)[O-])c3oc2=O)cc1C,-6,2
Cc1ccc(S(=O)(=O)N2CCC(n3c(-c4ccco4)nc4cccnc43)C2)cc1F (stereo not drawn),-4,14
CC(C)NC(=O)c1cccnc1N(C)C,3,2
Cc1ncn2cc(-c3ccc(Cl)cc3Cl)[nH]c(=O)c12,-10,.
COc1ccccc1NC(=O)c1c(NCc2cccnc2)sc2c1CCC2,-17,74*
O=C(Nc1nc(-c2cccc([N+](=O)[O-])c2)cs1)c1cc(=O)c2ccccc2o1,5,-2
COc1cc(OC)c(OC)cc1/C=C1\CCC(C2CCCC2)C1=O (stereo not drawn),-2,37
CC(C)(C)C(=O)Nc1ccc2oc(-c3ccccc3)cc(=O)c2c1,-9,0
CCC1c2ccc(C)n2CCN1C(=O)Nc1cc(C)ccc1C (stereo not drawn),-6,12
O=C(NC1CCCCCC1)c1ccccc1C(=O)NC1CCCCCC1,-4,0
Cn1c(NCc2ccccc2Cl)nc2c1c(=O)n(Cc1cccc(Cl)c1)c(=O)n2C,3,28
c1cc2c(cc1CN1CCCCCC1)OCO2,-8,-5
COc1cccc(C(=O)Nc2ccc(Sc3ccc([N+](=O)[O-])cc3)cc2)c1,0,18
Cc1ccc(S(=O)(=O)N2CCN(C(=O)CN3CCCC3)C2)cc1,1,-1
O=C(Nc1ccc2c(c1)N(C(=O)C1CCCO1)CC2)c1ccc(F)c(F)c1 (stereo not drawn),-2,-8
O=C(c1ccccc1Br)N1N=C2CCCCC2C1(O)C(F)(F)F (stereo not drawn),3,-3
CCn1c(N2CCCC(C(=O)NCc3cc(OC)cc(OC)c3)C2)cc(=O)n(C)c1=O (stereo not drawn),10,18
Cc1onc(-c2c(Cl)cccc2Cl)c1C(=O)Nc1cc(=O)n(C)c(=O)n1C,-1,2
O=C(Nc1nnc(-c2ccc(Cl)s2)o1)c1ccc2ncsc2c1,-5,-10
CCCN1C(CC(C)C)=NS(=O)(=O)c2cc(NC(C)=O)ccc21,-5,0
Nc1nc(NC(=O)c2ccc(Cl)cc2)nn1-c1ccccc1,-3,2
COC(=O)Nc1ccc2c(c1)N(C(=O)C(C)N1CCCCC1)c1ccccc1CC2 (stereo not drawn),1,8
CCCN(C(=O)C1C2CC3OC(=O)C1C3C2)c1ccccc1F (stereo not drawn),-6,-2
Cc1nnc(N2C(=O)C(O)=C(C(=O)c3cccs3)C2c2cccc([N+](=O)[O-])c2)s1 (stereo not drawn),3,4
Cc1cc(C)c(OCC(=O)Nc2ccccc2I)c([N+](=O)[O-])c1,-14,9
O=C(CSc1nnc(NC(=O)c2ccccc2Cl)s1)Nc1ccccc1F,-4,2
Cc1ccc(S(=O)(=O)NC2CC3CCC2C3)cc1[N+](=O)[O-] (stereo not drawn),0,-3
Cc1ccc(NC(=O)CN2CCN(C(=O)c3ccco3)CC2)cc1,-3,3
O=C(Cc1cccnc1)N1CCc2[nH]nc(-c3ccccc3)c2C1,-7,5
O=C(O)CSCC(=O)c1ccc(NS(=O)(=O)c2ccccc2)cc1,-7,-2
CC1(C)Cc2c(sc(N)c2C#N)C(C)(C)N1,-3,3
C1CNC(C23CC4CC(CC(C4)C2)C3)=N1,-11,-2
Cc1ccc(-n2nc3c(c2-n2cccc2)CN(C(=O)C2CC2)C3)cc1C,-5,12
O=C(CSc1n[nH]c(=O)n1-c1cccnc1)c1ccc2c(c1)OCCO2,-3,.
CN(CC(O)COc1ccc(F)cc1)C1CCCCC1 (stereo not drawn),-4,0
CCOC(=O)c1[nH]c2ccccc2c1NC(=O)CC(C)C,6,-1
CC1CCC(N2CCN(C)CC2)C1 (stereo not drawn),0,-4
COc1ccccc1OCC(=O)Nc1ccc([N+](=O)[O-])cc1C,-8,0
O=C(O)CNC(=O)/C(=C\c1ccc2c(c1)OCO2)NC(=O)c1cccc(Br)c1,9,0
O=C(Nc1c(F)cc(F)cc1Br)c1cc(S(=O)(=O)NC2CCCC2)ccc1F,-8,-5
COCCNC(=O)C1(C)CCC(=O)N1Cc1ccc2c(c1)OCO2 (stereo not drawn),3,-3
CCSC1=N/C(=C\c2ccc(C(=O)O)cc2)C(=O)S1,-12,5
OC(CN1C2=NCCN2c2ccccc21)c1ccc2c(c1)OCO2 (stereo not drawn),-35,0
Cc1ccc(C(C)C)c(OCCN2CC(C)OC(C)C2)c1 (stereo not drawn),-5,2
O=C(Nc1ccc(F)cc1)N1CCCC1c1nc(-c2cccc(F)c2)no1 (stereo not drawn),0,-8
CCCOc1ccc(-c2nc3s/c(=C\c4cccc(F)c4)c(=O)n3n2)cc1,-6,-5

Part of the list above in a different format.
> CCC(CC)N=C1NS(=O)(=O)c2cc([N+](=O)[O-])ccc21
- Pf apPOL inh: 4
- mHTT-CaM PPI inh: 1
> O=S1(=O)CC(N2CCCC2)CN1Cc1cn(Cc2cccc(C(F)(F)F)c2)nn1 (stereo not drawn)
- Pf apPOL inh: -10
- mHTT-CaM PPI inh: -1
> CCC1c2ccc(C)n2CCN1C(=O)Nc1cc(C)ccc1C (stereo not drawn)
- Pf apPOL inh: -6
- mHTT-CaM PPI inh: 12
> COc1ccc(C)cc1NC(=O)C1CCN(c2cc(C(=O)N3CCCC3)ccn2)CC1
- Pf apPOL inh: 3
- mHTT-CaM PPI inh: 15

(more compounds)
SMILES,Pf apPOL inh,mHTT-CaM PPI inh
O=C(Nc1ccc(Br)cc1)c1ccccc1,-5,-8
COc1ccc(Oc2cccc(Cl)c2CNC(=O)NS(=O)(=O)c2ccc(C)cc2)cc1,-6,.
O=C(Nc1nnc(COc2ccccc2)o1)c1nc2ccccc2s1,-219,22
COc1ccccc1/C=C/C=C1\N=C(c2ccccc2Cl)OC1=O,-3,14
CCOc1ccccc1NC(=O)N1CCCC1c1c(C)noc1C (stereo not drawn),-8,-6
O=C(CCC1CCCN(C(=O)Nc2ccc(F)cc2)C1)NCC1CCCCC1 (stereo not drawn),-2,2
Cc1ccc(S(=O)(=O)NC2CCCC2)cc1C(N)=O,10,-3
Nc1cc(N)nc(SCCOc2ccccc2F)n1,-2,5
Cc1ccc(CNC(=O)c2cc(C(C)(C)C)n3nccc3n2)cc1,-2,-88
COc1ccc(NC(=O)N2CCc3nc4cc[nH]n4c(=O)c3C2)cc1,3,-4
CN1CCN(C(=O)CCc2c(-c3ccccc3)nc3ccccn23)CC1,-1,0
CCn1cc(NC(=O)Nc2c(C)cccc2C)c2ccccc21,-7,-2
CC1=CC=CN2C1=NC(=O)CC2(C)C(=O)NCc1ccccc1 (stereo not drawn),-6,-9

Screens from PubChem.
